Screening data (PubChem)
Myeloid diff 2: myeloid differentiation induction | ER-HoxA9 myeloid progenitors, lysozyme-GFP differentiation, flow cytometry | calls only at 10 µM | 360,000 tested, 1% active | AID 624256;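 active = normalized GFP-positive differentiation at or above the plate's own cutoff, the solvent-only control mean plus 3 SD; inconclusive = no clear call, values can overlap the other calls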;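 note: cells exposed to compound for four days before flow analysis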
Myeloid diff 2 GFP+ MAC1+ %: also measured in Myeloid diff 2; calls as there; GFP+ MAC1+ double positive, %; measured here: differentiation confirmed by MAC1 staining
Starred values were filed as active, the others as inactive; i = inactive; ? = inconclusive; nt = not tested or not shown; + = active, no number.

SMILES	Myeloid diff 2	Myeloid diff 2 GFP+ MAC1+ %
Cc1ccc(-c2c(C(=O)c3ccc(Br)cc3)[nH]c(N)c2C(=O)NCc2ccc(Cl)cc2)cc1	i	0.5
CC(C)(C)c1ccccc1NC(=O)Nc1nc(C(N)c2ccccc2)cs1 (stereo not drawn)	i	1.4
COC1=CC(=O)OC(c2ccco2)C1 (stereo not drawn)	i	0.5
OCC[C@@H]1C[C@H](O)[C@@H](O)[C@]2(OCc3cc(Cl)ccc32)O1	i	0.5
COc1ccc(-n2c(N)cc(=O)nc2SCC(=O)NC2CCCCC2)cc1	i	0.4
CC(=O)c1cccc(-c2ccnc3c2CC(C(=O)NCc2ccccc2)O3)c1 (stereo not drawn)	?	nt
O=C1O[C@@H](c2ccccc2)C[C@@H](O)C(=O)CCCCc2ccccc21	i	1.7
CC(C)NC(=O)C1(C)CSCC(=O)N1C1CCN(Cc2ccccc2)CC1 (stereo not drawn)	i	3.2
CCCCNC(=O)c1nc(-c2cnc(C)cn2)oc1-c1ccc(Cl)cc1	i	5.8
CC(C)(C)OC(=O)N1CCN(C(=O)c2[nH]c(C(F)(F)F)nc2-c2ccccc2)CC1	i	1.8
COC(=O)[C@@]1(Cc2ccc(OC)cc2)[C@H]2c3cc(C(=O)N4CCCC4)n(Cc4ccccc4)c3C[C@H]2CN1C(=O)c1ccccc1	i	0.7
CC(C)(O)CN(CCCNC(=S)Nc1ccccc1)C(=S)Nc1ccccc1	i	1.3
Cn1ccc2c(-c3ccc(F)nc3)cc3c(c21)C1CCC3O1 (stereo not drawn)	i	2.1
COc1ccc(C(C)(O)c2nc(-c3ccc(N(C)C)cc3)cs2)cc1 (stereo not drawn)	i	0.6
O=C(Nc1ccc(F)c(Cl)c1)c1csc([C@H]2C[C@H](O)[C@@H](CO)O2)n1	i	0.2
CCOC(=O)N1CCN(C(=O)C[C@@H]2C[C@@]3(C(=O)OCC)CCC=C3N(CCC3=CCCCC3)C2=O)CC1	i	0.7
CCCCN1CCC(=O)NC1=O	i	1.1
Cc1ccc(NC(=O)[C@H](Cc2ccccc2)NC(=O)CC[C@H]2O[C@@H](n3ccc(=O)[nH]c3=O)[C@H](O)[C@@H]2O)cc1C	i	0.8
CCCCn1nnnc1C(c1ccccc1)N1CCN(c2ccccn2)CC1 (stereo not drawn)	i	1.5
COc1cccc(-c2cnc3c(NC=O)cc(-c4ccc(N(C)C)cc4)cn23)c1	i	0.6
Cc1ccc([C@H]2C[C@H](O)[C@@H](n3cc(C4CC4)nn3)CN2Cc2cccs2)cc1	i	0.7
CNc1ncnc(NC)c1[N+](=O)[O-]	i	0.9
COc1ccccc1CC1(C)C(=O)Nc2c(Cl)cccc21 (stereo not drawn)	i	1.4
COCC(=O)N(C)[C@H]1C[C@H]2c3[nH]c4ccccc4c3CCN2C(=O)[C@H]1[C@H](C)O	i	2.2
COC(=O)[C@@]12C[C@@H](CC(=O)NCc3ccc(OC)c(OC)c3)C(=O)N(Cc3ccc4c(c3)OCO4)C1=CCC(C)(C)C2	i	2.5
N#CCCN(Cc1ccccc1)C(C(=O)NC1CCCCC1)C1CC1 (stereo not drawn)	i	0.6
OCc1ccccc1-c1ccc2nncn2c1	i	1.3
NC(Cc1ccc(Cl)cc1)c1csc(Nc2ccc(S(N)(=O)=O)cc2)n1 (stereo not drawn)	i	0.7
CCN(CC)C(=O)C1=C(C)N(Cc2ccc(F)cc2)C(=O)C(CC(=O)NCc2cccc3ccccc23)C1 (stereo not drawn)	i	1.2
COc1ccccc1Cc1c(-c2ccc(OC)c(OC)c2)nc2c(Cl)cc(C(F)(F)F)cn12	i	1.2
CC(C)[C@H](NC(=O)c1c(F)cccc1F)C(=O)OCC(=O)NNC(=O)c1ccccc1	i	0.5
COC(=O)C[C@H]1C=C[C@@H](C(C(=O)OC)C(=O)OC)CN1C(C)=O	i	0.5
CC(C)NC(=O)C1(C)CCN1C/C=C/c1ccccc1 (stereo not drawn)	i	0.4
CN(C)c1ccc(C=Cc2ccnc3ccccc23)cc1N	i	2.4
Cc1cc(Br)cn2c(Cc3ccccc3C(F)(F)F)c(-c3cccc(Br)c3)nc12	i	1.1
Nn1cnc2c(ncn2C2OC(CO)C(O)C2O)c1=O (stereo not drawn)	i	2.9
CC1(Oc2ccccc2-c2ccn[nH]2)CCN(Cc2ccc(OC(F)(F)F)cc2)C1 (stereo not drawn)	i	0.6
OC(c1ccco1)c1nc(-c2cccs2)cs1 (stereo not drawn)	i	2.3
CNc1nc(NCc2ccccc2)c2sccc2n1	i	0.2
O=S1(=O)CC(N2CCN(CCO)CC2)CN1Cc1cn(Cc2ccc(Cl)cc2)nn1 (stereo not drawn)	i	1.6
CCCS(=O)(=O)NC(=O)C1(C)CCN(C(=O)c2ccc(F)cc2Cl)C1 (stereo not drawn)	i	0.6
Nc1sc(Cc2ccccc2)cc1C(=O)c1c(-c2ccccc2)[nH]c2ccccc12	?	nt
CC1CCCN(S(=O)(=O)c2cc(C(=O)NCCc3ccc(S(N)(=O)=O)cc3)ccc2Cl)C1 (stereo not drawn)	i	1.1
C=C1C(=O)OC2C1CCC(C)C1C=CC(=O)C12C (stereo not drawn)	?	nt
CC(C)c1ccc([C@@H]2O[C@H](CCc3ccccc3)CC3=C2C(=O)OC(C)(C)O3)cc1	i	0.5
CCCCCCCCN1C(=O)[C@H](CC(=O)N2CCN(C(=O)c3ccco3)CC2)C[C@@]2(C(=O)OCC)CCCC=C12	i	0.7
ON(CCc1ccncc1)Cc1ccccc1	i	0.6
Cc1cc2nc(-c3cccc(Cl)c3)c(Cc3ccccc3)n2c(C)c1Br	i	0.9
COc1ccc2c(c1)nc(-c1cccc(Br)c1)c(=O)n2C(c1ccccn1)c1nc2ccccc2[nH]1 (stereo not drawn)	i	1.5
COCCCn1c(SCC(=O)c2c(N)n(C3CC3)c(=O)[nH]c2=O)nnc1-c1ccccc1Cl	i	2.0
COc1cc(OC)c2c(-c3ccccc3)cc(C3CCCCC3)nc2c1	i	0.6
COc1ccc(-c2nc3ccc(C)cn3c2Cc2cccc(Cl)c2)cc1OC	i	1.5
CCOC(=O)C1=C(C#N)C(C(=O)OCC)c2ncccc21 (stereo not drawn)	i	1.4
Clc1ccc(NN(Cc2ccncc2)c2ccc(Cl)cc2)cc1	i	1.3
CC(=O)OCC(=O)C1(O)CCC2C3CC(F)C4=CC(=O)CCC4(C)C3C(=O)CC21C (stereo not drawn)	i	0.8
O=C(Cn1ncc2ccccc2c1=O)Nc1cccc(C(F)(F)F)c1	i	0.9
COc1ccc(-c2nc(S(=O)(=O)c3ccccc3)c(N3CCCC3)o2)cc1	i	1.2
O=C(O)CNC(=O)C1(N2C(=O)c3ccccc3C2=O)CCCC1	i	1.1
C=CCNC(=O)c1cc2cc(Cl)ccc2nc1N	i	1.2
CCNC(=O)C1(C)CCCN1C(=O)c1cc(C)on1 (stereo not drawn)	i	1.5

More entries follow.
SMILES	Myeloid diff 2	Myeloid diff 2 GFP+ MAC1+ %
OC(c1ccc(F)c(F)c1)c1nc(-c2ccccc2)cs1 (stereo not drawn)	i	1.5
CN(C(=O)c1cccc(NC(=O)Cc2cccc(NC(=O)C3CCCN(C(=O)C4CCC4)C3)c2)c1)C1CCC1 (stereo not drawn)	i	1.3
CCCCn1c(N)c(N(C(=O)CSc2nnnn2-c2ccc(C)cc2)C2CCCC2)c(=O)[nH]c1=O	i	0.4
CC(C)COC(=O)N(C)C[C@@H]1OCc2cnnn2CCCC(=O)N([C@H](C)CO)C[C@H]1C	i	0.3
S=C(NCCCCN(Cc1ccc(Cl)cc1)c1ccc(Br)cn1)NCCCc1cnc[nH]1	i	0.2
C(=NN1CCCCCC1)c1cccc2ccccc12	i	2.2
CC1CCCCC1NC(=O)CCn1c(=S)[nH]c2ccccc2c1=O (stereo not drawn)	i	0.9
Cc1cc(C)n2[nH]c(=O)cc2n1	i	0.9
O=C(NCC1CCCCC1)c1[nH]c(C(F)(F)F)nc1-c1ccccc1	i	1.0
CCC/C=C/c1ccc(CN2C(C(C)C)C(=O)N(Cc3cn(CCC4OCCO4)nn3)CCS2(=O)=O)cc1 (stereo not drawn)	i	2.8
Nc1ncnc(N)c1NC(=O)c1ccc(OCc2ccccc2)cc1	i	1.3
CC(C)NC1(C#N)CCN(Cc2ccccc2)CC1	i	0.2
Cc1ccc(Cc2c(-c3cccc(Cl)c3)nc3ccc(Cl)cn23)cc1	i	0.6
Cc1ccc2c(=O)n3c(nc2c1)C(Cc1ccc(O)cc1)NC(=O)c1cccnc1-3 (stereo not drawn)	i	0.9
Cc1ccc(NC(=O)c2ncn(CCCNCCCN3CCCC3=O)n2)cc1C	i	0.3
Cc1ccc(S(=O)(=O)N2[C@H](c3ccccc3)CC(=O)[C@@H]3CN(S(=O)(=O)c4ccccc4C)[C@H](c4ccccc4)C[C@@H]32)cc1	i	1.4
CC(C)(C)c1ccc(-n2ncc3c2CCCC3NC(=O)CCC2=NNC(=O)CC2)cc1 (stereo not drawn)	i	1.0
O=C(Nc1ccc(F)c(Cl)c1)C1Cc2c(-c3ccccc3Oc3ccccc3)ccnc2O1 (stereo not drawn)	i	0.8
CNc1cnc(-c2ccc(O)c(OC)c2)cn1	i	1.2
COc1ccc(NC(=O)N2C[C@H]3CON(C)[C@H]3C[C@H]2c2ccc(N3CCCCC3)cc2)cc1	i	1.1
CC(C)n1c(=O)c2ccccc2n1Cc1cn(Cc2cccnc2)nn1	i	0.6
Cc1ccc(F)c(S(=O)(=O)NC(=O)C2(C)CCN2C(=O)CCc2cccs2)c1 (stereo not drawn)	i	1.3
Cc1cc(C)c(NC(=S)NC(=O)c2ccccc2)cc1C	i	1.3
C[C@H]1CN([C@@H](C)CO)S(=O)(=O)c2ccc(Br)cc2O[C@H]1CN(C)C(=O)NC1CCCCC1	i	1.3

5 entries from above, with values under each structure:
Results follow in this order: Myeloid diff 2	Myeloid diff 2 GFP+ MAC1+ %
> CC(C)(C)c1ccc(-n2ncc3c2CCCC3NC(=O)CCC2=NNC(=O)CC2)cc1 (stereo not drawn)
    i	1.0
> O=C(Nc1ccc(F)c(Cl)c1)C1Cc2c(-c3ccccc3Oc3ccccc3)ccnc2O1 (stereo not drawn)
    i	0.8
> CNc1cnc(-c2ccc(O)c(OC)c2)cn1
    i	1.2
> COc1ccc(NC(=O)N2C[C@H]3CON(C)[C@H]3C[C@H]2c2ccc(N3CCCCC3)cc2)cc1
    i	1.1
> CC(C)n1c(=O)c2ccccc2n1Cc1cn(Cc2cccnc2)nn1
    i	0.6

6 consecutive entries already listed, quoted:
SMILES	Myeloid diff 2	Myeloid diff 2 GFP+ MAC1+ %
Cn1ccc2c(-c3ccc(F)nc3)cc3c(c21)C1CCC3O1 (stereo not drawn)	i	2.1
COc1ccc(C(C)(O)c2nc(-c3ccc(N(C)C)cc3)cs2)cc1 (stereo not drawn)	i	0.6
O=C(Nc1ccc(F)c(Cl)c1)c1csc([C@H]2C[C@H](O)[C@@H](CO)O2)n1	i	0.2
CCOC(=O)N1CCN(C(=O)C[C@@H]2C[C@@]3(C(=O)OCC)CCC=C3N(CCC3=CCCCC3)C2=O)CC1	i	0.7
CCCCN1CCC(=O)NC1=O	i	1.1
Cc1ccc(NC(=O)[C@H](Cc2ccccc2)NC(=O)CC[C@H]2O[C@@H](n3ccc(=O)[nH]c3=O)[C@H](O)[C@@H]2O)cc1C	i	0.8

Further entries follow:
SMILES	Myeloid diff 2	Myeloid diff 2 GFP+ MAC1+ %
COc1ccc(OC)c(C2=CC(=O)C[C@H](c3ccc(F)cc3)C2)c1	i	0.5
CCc1nc2ccc(C(=O)Nc3cc(-c4ccccc4)ccc3OC)cn2c1N(C)Cc1nccs1	+	4.0*
COc1ccc(C=NNc2ccc([N+](=O)[O-])cn2)cc1	i	1.1
COc1ccc(-c2nn(-c3ccccc3)cc2C(=O)N2CCN(S(=O)(=O)c3ccccc3[N+](=O)[O-])CC2)cc1	i	2.0
Cc1ccc(S(=O)(=O)N2CCN(C(=O)COC(=O)CNC(=O)c3ccccc3F)CC2)c(C)c1	i	1.0
CN1C[C@@H]2[C@@H]3C(=O)N(C)C(=O)[C@@H]3[C@](C)(C1=O)N2C(=O)c1ccc(Br)cc1	i	1.1
CCOc1ccc2c(S(=O)(=O)O)cccc2c1[N+](=O)[O-]	i	1.6
O=C(c1ccoc1)N1CCN(c2cc(-c3cccnc3)nc3cc(-c4cccc(Cl)c4)nn23)CC1	i	0.4
O=P(c1ccccc1)(c1ccccc1)c1ccccc1C(Br)Br	i	1.0
COc1ccc2c(c1)C(=O)O[C@@H](c1ccccc1)C[C@@H](O)C(=O)CC2	i	1.0
CC(C)C[C@@H]1COc2cccc(N3CCC[C@@H]3CO)c2S(=O)(=O)N1	i	0.6
CC1(C(=O)Nc2ccc3[nH]ncc3c2)CCN1C(=O)C/C=C/c1ccccc1 (stereo not drawn)	+	0.8*
Cn1nc(CC#N)c2c(=N)n(N)cnc21	i	0.7
CSCCC(C(=O)NC(C)(C)C)n1c(-c2cccc(NC(C)=O)c2)nc2ccccc21 (stereo not drawn)	i	1.3
CCC(c1nnnn1-c1ccc2c(c1)OCCO2)N1CCN(c2ccc(F)cc2)CC1 (stereo not drawn)	i	1.2
CN(Cc1cccc(F)c1)C(=O)C1CC(=O)N(Cc2ccco2)C1 (stereo not drawn)	i	2.0
CCCS(=O)(=O)NC(=O)C1(C)CCCN(C(=O)c2ccccc2OC(F)(F)F)C1 (stereo not drawn)	i	0.8
COc1cc(-c2cnc3c(NC(C)=O)cc(-c4ccccc4CN(C)C)cn23)cc(OC)c1OC	i	1.3
CCN(CC)CC(C)(C)C(=O)/C=C/c1ccc(/C=C/C(=O)C(C)(C)CN(CC)CC)cc1	?	nt
Cc1cc(Cl)ccc1C(O)c1ncc(-c2cccc(C(F)(F)F)c2)[nH]1 (stereo not drawn)	i	2.6
CN(C)c1cc(C(=O)N(C)c2ccccc2)ncn1	i	0.4
CN(C)CCC1(C2=CCCC2)CC/C(=C/c2ccc(Cl)cc2)C1=O (stereo not drawn)	i	2.8

An excerpt; the hit share may differ from the screen's.
